GLP1R ag – qHTS of GLP-1 Receptor Agonists. Glucagon-like peptide 1 receptor (Homo sapiens), P43220. Potency, µM (titrated, usually from 45.6 µM), for the others: at the highest dose activation, usual class: activators. HEK293 GLP-1R CRE-luciferase, luminescence, 4-6 h; cells express a hypersensitive GLP-1R form. 380,000 compounds, 0.007% hits; also: potency is read from the fitted curve at half-maximal effect; % of control where 0% means no effect
Target sequence (P43220 whole entry, looked up): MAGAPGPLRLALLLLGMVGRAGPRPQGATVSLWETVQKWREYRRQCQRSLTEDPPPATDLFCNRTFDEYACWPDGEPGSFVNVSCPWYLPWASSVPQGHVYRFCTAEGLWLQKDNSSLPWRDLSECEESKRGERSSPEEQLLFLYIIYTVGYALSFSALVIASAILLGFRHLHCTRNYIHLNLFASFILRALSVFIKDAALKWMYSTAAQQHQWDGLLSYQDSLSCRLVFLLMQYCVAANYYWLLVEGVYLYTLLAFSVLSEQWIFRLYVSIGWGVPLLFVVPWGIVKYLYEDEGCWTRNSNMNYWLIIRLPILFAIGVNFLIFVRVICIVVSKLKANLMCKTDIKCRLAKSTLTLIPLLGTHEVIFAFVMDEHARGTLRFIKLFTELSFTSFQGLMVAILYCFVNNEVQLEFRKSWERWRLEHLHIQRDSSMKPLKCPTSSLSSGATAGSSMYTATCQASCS
PTHR1 ag – qHTS for PTHR1 Agonists: Primary Screen; Parathyroid hormone/parathyroid hormone-related peptide receptor (Homo sapiens), Q03431; HEK293 GP2 PTHR1 cells, GloSensor cAMP luminescence, 1 h; Potency, µM (top dose mostly 115 µM), for inactives: at the top dose activation, usual class: activators; 410,000 compounds, 0.075% hits; AID 743266, 2014; also: potency is read from the fitted curve at half-maximal effect; nearly all actives have a fitted effect of over 55% in size; some results filed as inactive show a strong effect at the top dose; inactives centre near -15; many of its hits are not listed in these tables
Target sequence (Q03431 whole entry, looked up): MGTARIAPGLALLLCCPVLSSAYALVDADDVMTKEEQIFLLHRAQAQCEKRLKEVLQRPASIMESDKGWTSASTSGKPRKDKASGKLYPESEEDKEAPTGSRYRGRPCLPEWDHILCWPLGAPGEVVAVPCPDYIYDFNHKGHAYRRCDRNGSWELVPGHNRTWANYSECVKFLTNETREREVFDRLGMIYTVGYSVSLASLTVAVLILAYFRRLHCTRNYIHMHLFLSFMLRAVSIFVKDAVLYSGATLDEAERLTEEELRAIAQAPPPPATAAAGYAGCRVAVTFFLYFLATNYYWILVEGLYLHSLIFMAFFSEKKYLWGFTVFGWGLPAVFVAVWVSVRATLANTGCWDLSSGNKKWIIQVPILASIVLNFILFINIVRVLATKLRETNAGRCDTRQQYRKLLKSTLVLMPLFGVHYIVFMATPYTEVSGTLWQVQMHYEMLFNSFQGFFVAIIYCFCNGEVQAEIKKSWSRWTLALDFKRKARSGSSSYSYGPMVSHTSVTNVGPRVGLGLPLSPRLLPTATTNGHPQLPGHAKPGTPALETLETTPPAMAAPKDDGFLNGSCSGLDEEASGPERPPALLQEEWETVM
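HEK-293-derived GP2 cells expressing PTHR1 and a GloSensor cAMP reporter, 3,000/well, plated overnight, given luciferin plus IBMX (each 0.5 mM as added) for 1 h at 37 °C, then compound for 1 h at 37 °C. Luminescence was read after 15 min at room temperature.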
aSyn rescue – qHTS of alpha-syn Inhibitors | Yeast expressing alpha-synuclein, growth rescue, BacTiter-Glo, 24 h | Potency, µM (titrated, usually from 46.1 µM), for the others: at the top dose growth rescue (activation), usual class: activators | 370,000 compounds, 0.14% hits; also: potency is read from the fitted curve at half-maximal effect; % of control where 0% means no effect; nearly all actives have a fitted effect of over 65% in size
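Screening used galactose-induced yeast with toxic alpha-synuclein levels, exposed to compound for 24 hr at 30 deg C. Cell growth, read with BacTiter-Glo luminescence, gave the measured signal.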
GLP1R inv ag – qHTS of GLP-1 Receptor Inverse Agonists (Inhibition Mode) | Glucagon-like peptide 1 receptor (Homo sapiens), P43220 | HEK293 GLP-1R CRE-luciferase, luminescence, 24 h; GLP-1R form is constitutively active | Potency, µM (highest dose often 38.3 µM), inactives show top-dose activity change, negative = inhibition, usual class: inhibitors | 410,000 compounds, 1.6% hits | AID 624417, 2012; also: potency is read from the fitted curve at half-maximal effect; % is scaled to controls: 0 for no effect and ±100 for the full control effect; nearly all actives have a fitted effect of over 55% in size
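Assay principle: reduced luminescence from a cAMP-responsive reporter in HEK293 cells co-expressing a constitutively active GLP-1R. Conditions: 24 hr compound incubation, 37 deg C, 5% CO2.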
FUS yeast rescue – qHTS for Suppressors of FUS Proteinopathy: Primary screen using FUS-linked yeast assay; S. cerevisiae FUS-expressing, growth rescue, OD600, 24 h; Potency, µM (top dose mostly 76.6 µM), for inactives: at the top dose growth rescue (activation), hits mostly activators; 390,000 compounds, 0.24% hits;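 also: potency is read from the fitted curve at half-maximal effect; plate controls were DMSO vehicle for no effect and reference control for full effect; nearly all actives have a fitted effect of over 55% in size; some results filed as inactive show a strong effect at the top dose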
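Absorbance at 600 nm, taken 24hr after compound addition, measured rescue of FUS-yeast growth at 30C. Induction used 2% galactose with seeding at OD 0.005. Controls: CP55940 from 92uM final, DMSO only.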
pAkt inh – HTS Assay for Inhibitors of Akt Phophorylation: Primary Screen; Neuro2A IGF-stimulated pAkt S473 HTRF, 20 min; hits give low values; activity change, % for hits at 50 µM; 360,000 compounds, 0.32% hits; in the data active = activity change below about -80%; inconclusive = mostly about -51% to -80%; also: % is scaled to controls: 0 for no effect and ±100 for the full control effect
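Single-point screen (50 µM final compound) in Neuro2A cells stimulated 20 min with 6 nM IGF at 37 deg C. After lysis, Ser473-phosphorylated Akt read by HTRF (ex 330 nm, em 615/665 nm) as the 665/615 ratio.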
Abeta rescue – qHTS for compounds that reverse cellular toxicity of Amyloid beta (A-beta) peptide in yeast: Primary Screen; yeast expressing A-beta42, growth rescue, OD600, 48 h; response scale: 0% DMSO, 100% iron-clioquinol control; Potency, µM (series often up to 46.1 µM), for the others: at the highest dose growth rescue, most hits filed as activators; 410,000 compounds, 0.063% hits; also: potency is read from the fitted curve at half-maximal effect; nearly all actives have a fitted effect of over 55% in size
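Yeast A-beta toxicity model in growth medium with pinned compounds, 48 h at 30 C; growth read as absorbance at 600 nm. Normalized to FeCl3/clioquinol equimolar mix (positive) and DMSO (negative).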
TDP43 rescue – qHTS of TDP-43 Inhibitors | TDP-43 expressing yeast growth rescue, BacTiter-Glo, 24 h | Potency, µM (top dose mostly 46.1 µM), for inactives: at the highest dose growth rescue (activation), most hits filed as activators | 410,000 compounds, 1.8% hits | AID 652104, 2013; also: potency is read from the fitted curve at half-maximal effect; % of control where 0% means no effect; nearly all actives have a fitted effect of over 50% in size
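Cell-based yeast growth screen: TDP-43 expression induced in galactose, inoculum OD600=0.02 after raffinose pregrowth to mid-log. Read-out BacTiter-Glo luminescence at 24 hr, 30 deg C; inhibition of toxicity seen as signal increase.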
D3 antag – qHTS of D3 Dopamine Receptor Antagonist: qHTS | 360,000 compounds, 2.5% hits | max response, negative = inhibition, % | D3R cells, DiscoveRx beta-arrestin luminescence, antagonist mode; hits give low values | AID 652054, 2013; in the data active = max response below about -50%; inconclusive = no clear call, values can overlap the other calls; also: % is scaled to controls: 0 for no effect and ±100 for the full control effect; mostly tested at two doses, the higher about 12 µM
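Cells expressing the human receptor were seeded at 1500 cells/well, incubated overnight at 37 degrees C in 5% CO2, then exposed to library compounds with dopamine controls for 90 minutes at 37 degrees C before luminescent detection.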
* hit, by the source's call; i = inactive; u = inconclusive; x = no result given; & = joins results of further samples; [ ] = dose if it differs, or a comment. Unless noted, calls follow the shape of the dose curve; as a rule, active = well fitted curve in the direction sought with a large enough effect; inconclusive = small, poorly fitted or top-dose-only effect, or another doubt; inactive = no such curve, though single readings can be large; an effect the other way counts as inactive or inconclusive. These rows are one share of the data; rates above refer to the full screens.

SMILES	GLP1R ag	PTHR1 ag	aSyn rescue	GLP1R inv ag	FUS yeast rescue	pAkt inh	Abeta rescue	TDP43 rescue	D3 antag
O=C(NCCc1ccccc1F)/C(=C/c1cccnc1)NC(=O)c1ccccc1	-4%	-4%	-5%	13%	-9%	i	-14%	-22%	-26
C=CCn1c(SCC(=O)Nc2ccccc2)nnc1-c1cccc(S(=O)(=O)N2CCOCC2)c1	-7%	i	-6%	6%	-3%	i	3%	8%	-8
COc1ccc(NC(=O)C2(C)CCCN(C(C)C)C2)cc1F (configuration not stated)	-2%	-9%	1%	-8%	-3%	x	-26%	u	14
COc1ccc(NC(=O)COC(=O)c2ccc(O)cc2)c([N+](=O)[O-])c1	9%	1%	-2%	23%	23%	i	-18%	-16%	-10
O=C(Oc1ccc(-c2nc(-c3ccccn3)no2)cc1)c1ccccc1	-9%	-9%[57.5 µM]	-33%[inhibitor]	u	7%	i	-39%[inhibitor]	-28%	7
S=C(c1c[nH]c2ccccc12)N1CCCC1	-3%	i	2%	9%	-14%	i	5%	7%	-23
CCCCCCCCCCNC(=O)C(=O)Nc1ccccn1	-11%	i	8%	10%	-34%	i	1%	-2%	0
COc1ccccc1-n1c(SCC(=O)Nc2ccc(F)cc2)nc2c(c1=O)SCC2	-1%	i	1%	8%	u	i	-3%	1%	22
CC(=O)Nc1cccc(-c2ccnc3c2CC(C(=O)Nc2cccc(Oc4ccccc4)c2)O3)c1 (configuration not stated)	-1%	-42%[inhibitor]	3%	u	u	i	18%	0%	9
CCOc1ccccc1CNC(=O)Cn1ccc2cc(S(=O)(=O)N3CCCC3)ccc21	0%	-25%	-5%	-20%	-18%	i	-1%	-1%	7
CCNC(=S)N/N=C/c1ccc(OCC(=O)Nc2ccc(OC)cc2)c(OC)c1	0%	-25%	0%	-27%	x	i	6%	29%	24
O=C(c1ccc(F)cc1)N(Cc1cccs1)C1CCS(=O)(=O)C1 (configuration not stated)	-2%	-21%	3%	22%	-26%	x	-8%	-6%	-10
COc1ccc(C(=O)NC2(C(F)(F)F)C(=O)Nc3c2c(=O)[nH]c(=O)n3CCc2ccc(OC)c(OC)c2)cc1 (configuration not stated)	-4%&-2%	-20%&-2%	x	2%&1%	7%&-8%	x	-5%&8%	21%&3%	14
CC(NC(=O)COC(=O)/C=C/c1ccc([N+](=O)[O-])cc1)c1ccccc1 (configuration not stated)	0%	-11%	7%	2%	x	i	5%	16%	-1
Cc1ccc2nc(S(=O)(=O)O)[nH]c2c1	9%	-16%	-5%	3%	21%	i	-7%	-1%	-8
CCCC(=O)Nc1ccc2oc(-c3cncc(Br)c3)nc2c1	0%	-57%[inhibitor]	3%	10%	-6%	i	1%	13%	2
Cc1ccc(S(=O)(=O)N(CC(=O)Nc2ccc(C(C)C)cc2)Cc2ccccc2)cc1	x	-23%	x	u	-2%	x	-7%	11%	x
Cc1ccc(C(=O)N(CC(=O)NC2CCCCC2)c2ccccc2F)s1	7%	i	2%	-1%	-12%	i	-1%	-15%	4
CC1CC(O)(Cc2ccccc2)C(C)CN1C (configuration not stated)	0%	-15%[57.5 µM]	3%	0%	-25%	i	-2%	0%	14
CC(=O)Nc1cc(S(=O)(=O)Nc2ccccc2C)c(C)cc1C	2%	7%	-2%	3%	-4%	i	17%	-9%	-10
O=[N+]([O-])c1ccccc1N=NNc1ccccc1	14%	-28%	6%	5%	-26%	i	-3%	-22%	0
O=C(NCC(c1cccnc1)N1CCc2ccccc21)C(=O)Nc1ccccc1F (configuration not stated)	x	u	x	u	14%	x	-4%	17%	x
CCCn1c(O)c(N=NC(=O)CNC(=O)Cc2ccc(OC)cc2)c2ccccc21	-2%	u	0%	-5%	2%	i	3%	-3%	-11
COc1ccc(Nc2nc3c(S(=O)(=O)c4ccccc4)nnn3c3ccc(Cl)cc23)cc1OC	x	-8%	x	4%	-14%	x	-15%	-5%	x
Cc1cc(N2C(=O)C(=O)/C(=C(/O)c3ccc(Cl)cc3)C2c2cccc(Br)c2)no1 (configuration not stated)	-8%	-22%	3%	-29%	18%	i	-34%[inhibitor]	-12%	-10
CNC(=S)N1CCC(NC(=O)C(Cc2ccccc2)NC(C)=O)CC1 (configuration not stated)	0%	-24%	1%	19%	-14%	i	0%	3%	8
O=C(Nn1cc(C(=O)N2CCN(c3ccccc3F)CC2)c2ccccc2c1=O)c1cnccn1	2%	-19%	10%	-16%	16%	i	6%	6%	0
CCS(=O)(=O)N1CC(=O)N(c2ccc(Cl)cc2C)C(C)(C(=O)NC2CCCCCC2)C1 (configuration not stated)	x	i	x	12%	-4%	x	-11%	15%	x
CCN(CC)S(=O)(=O)c1ccc(/C=C/C(=O)OCC(=O)Nc2ccc(C(N)=O)cc2)cc1	1%	i	2%	16%	18%	i	0%	22%	12
COCCCNC(=O)CSC1=Nc2ccccc2C2=NC(CC(=O)NCc3ccccc3)C(=O)N12 (configuration not stated)	10%	u	1%	2%	12%	i	9%	8%	20
Cc1nnnn1/C(=C\c1ccccc1)C(=O)OCC(=O)N(C)C1CCS(=O)(=O)C1 (configuration not stated)	-2%	-10%	-5%	0%	24%	i	-12%	-6%	-1
O=C(NC1CCCCCC1)c1cc(=O)[nH]c2ccc(S(=O)(=O)N3CCOCC3)cc12	-1%	i	0%	34%[activator]	34%	i	-2%	-10%	-9
COc1ccc(CNC(=O)c2c(-c3c(F)cccc3Cl)noc2C)cc1	3%	i	5%	-11%	2%	i	9%	7%	3
O=C(COc1ccc2c3c(c(=O)oc2c1)CCC3)NCC1CCC(C(=O)O)CC1 (configuration not stated)	2%	i	-1%	2%	-20%	x	8%	8%	5
O=C(Nc1ccc([N+](=O)[O-])cc1)N1CCCCCC1	4%	-5%	3%	13%	11%	i	11%	11%	-1
CC1(OC(=O)C2CCCC2)C(=O)C=C2C=C(c3ccsc3)N(C(CO)CO)C=C2C1=O (configuration not stated)	0%	13%	0%	7%	-7%	i	-8%	6%	-19
O=C(NCc1ccco1)c1sc2cc(F)ccc2c1Cl	21%	-8%[57.5 µM]	0%	4%	-15%	i	3%	u	-6
Cc1[nH]n(-c2ccccc2)c(=O)c1/C=N/n1c(C)nc2ccccc2c1=O	-3%	i	-15%	5%	22%	i	-32%[inhibitor]	7%	-52*
CC1CCc2c(sc3nc(-c4cc5cc(Br)ccc5oc4=O)[nH]c(=O)c23)C1 (configuration not stated)	x	-4%	x	3%	-6%	x	-5%	13%	x
CCC(CC)C(=O)Nc1cc(C(=O)OC)cc(C(=O)OC)c1	-2%	i	-1%	2%	7%	i	-9%	22%	-27
CCOc1ccc2nc(N3CCN(C(=O)c4ccc5c(c4)CCCC5)CC3)sc2c1	x	-39%[inhibitor]	x	5%	4%	x	8%	20%	x
Cc1nc2c(Cl)cccc2c2c1CC(CBr)O2 (configuration not stated)	0%	-15%	6%	5%	-42%	i	2%	9%	37
O=C(NNS(=O)(=O)c1ccccc1[N+](=O)[O-])c1ccccc1[N+](=O)[O-]	-13%	-13%	15%	0%	x	i	6%	-6%	17
CCNS(=O)(=O)c1ccc(NC(=O)Nc2cccc(OC)c2)cc1	6%	i	-8%	u	7%	i	7%	8%	3
Cc1cc(C(=O)COC(=O)c2ccc(Br)o2)c(C)n1C	7%	-49%[inhibitor]	1%	11%	17%	i	-14%	20%	-10

Reprinted at random: 3 compounds from above.
SMILES	GLP1R ag	PTHR1 ag	aSyn rescue	GLP1R inv ag	FUS yeast rescue	pAkt inh	Abeta rescue	TDP43 rescue	D3 antag
CC1(OC(=O)C2CCCC2)C(=O)C=C2C=C(c3ccsc3)N(C(CO)CO)C=C2C1=O (configuration not stated)	0%	13%	0%	7%	-7%	i	-8%	6%	-19
CCC(CC)C(=O)Nc1cc(C(=O)OC)cc(C(=O)OC)c1	-2%	i	-1%	2%	7%	i	-9%	22%	-27
O=C(Nc1ccc([N+](=O)[O-])cc1)N1CCCCCC1	4%	-5%	3%	13%	11%	i	11%	11%	-1

Continuation.
SMILES	GLP1R ag	PTHR1 ag	aSyn rescue	GLP1R inv ag	FUS yeast rescue	pAkt inh	Abeta rescue	TDP43 rescue	D3 antag
C=COCCNC(=S)N1CCOCCOCCN(C(=S)NCCOC=C)CCOCCOCC1	-2%	-14%	0%	-5%	5%	i	-17%	9%	-12
COc1cccc(N2CC(C(=O)Nc3nnc(SCC(=O)N4CCCC4)s3)CC2=O)c1 (configuration not stated)	-1%	i	-3%	7%	10%	i	-6%	6%	0
C=CCn1c(SCC(=O)NC2CCS(=O)(=O)C2)nnc1-c1ccncc1 (configuration not stated)	0%	i	-8%	14%	-15%	i	-4%	21%	12
OCCCNC(=S)Nc1ccc2nccnc2c1	-4%	i	9%	2%	-8%	i	23%	13%	9
CCOc1ccc(NS(=O)(=O)c2ccc3[nH]c(=O)oc3c2)cc1	-2%	-55%[inhibitor]	3%	14%	2%	i	12%	0%	-1
COc1ccc(NC(=O)c2ccccc2SC)c(OC)c1	8%	-4%	-3%	34%[activator]	10%	i	13%	-7%[0.397 µM]	-3
O=C(O)c1ccc(S(=O)(=O)N(Cc2ccccc2)Cc2ccccc2)cc1	-3%	i	2%	3%	0%	i	9%	-10%	-15
CC(C)c1csc(CN2CCN(Cc3ccccc3)C(CCO)C2)n1 (configuration not stated)	-1%	-7%	1%	u	19%	i	5%	x	0

High-throughput results: PubChem BioAssay, National Center for Advancing Translational Sciences (NCATS)
